KAT2A inh: blocks human GCN5L2 histone acetyltransferase; Potency, µM (titrated, usually from 58.9 µM), inactives show at the top dose activity change, negative = inhibition, most hits filed as inhibitors; GCN5L2 HAT assay, ThioGlo1 CoA-SH fluorescence; hit rate 0.21% among 390,000; Q92830
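Fluorescence readout, Ex340nm/Em540nm: ThioGlo1 (50uM final) reacts with free CoA thiol released as 20nM GCN5L2 acetylates H3(1-25) peptide (75uM) using acetyl-CoA (70uM). Compound and enzyme sat 15 min beforehand; 20 min room-temperature reaction.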
TDP1 cell noCPT: qHTS for Inhibitors of human tyrosyl-DNA phosphodiesterase 1 (TDP1): qHTS in cells in absence of CPT; DT40 Tdp1-/- hTDP1 cells, no CPT, ATP luminescence, 48 h; Potency, µM (doses to about 46.2 µM), for the others: at the highest dose activity change, negative = growth inhibition, most hits filed as inhibitors; hit rate 15% among 420,000; AID 686978, 2013; also: nearly all actives have a fitted effect of over 55% in size
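Chicken DT40 Tdp1-/- cells stably complemented with human TDP1 were seeded at 400 cells/well with DMSO in place of 20 nM camptothecin. After compound pinning, cells grew at least 48 hr at 37 °C; viability read by CellTiter-Glo luminescence.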
TDP1 block: blocks human tyrosyl-DNA phosphodiesterase 1. Q9NUW8. recombinant TDP1, AlphaScreen DNA substrate cleavage. Potency, µM (titrated, usually from 130 µM), inactives show at the highest dose activity change, negative = inhibition, hits mostly inhibitors. hit rate 0.28% among 350,000. AID 485290; also: nearly all actives have a fitted effect of over 40% in size
Target sequence (Q9NUW8 whole entry, looked up): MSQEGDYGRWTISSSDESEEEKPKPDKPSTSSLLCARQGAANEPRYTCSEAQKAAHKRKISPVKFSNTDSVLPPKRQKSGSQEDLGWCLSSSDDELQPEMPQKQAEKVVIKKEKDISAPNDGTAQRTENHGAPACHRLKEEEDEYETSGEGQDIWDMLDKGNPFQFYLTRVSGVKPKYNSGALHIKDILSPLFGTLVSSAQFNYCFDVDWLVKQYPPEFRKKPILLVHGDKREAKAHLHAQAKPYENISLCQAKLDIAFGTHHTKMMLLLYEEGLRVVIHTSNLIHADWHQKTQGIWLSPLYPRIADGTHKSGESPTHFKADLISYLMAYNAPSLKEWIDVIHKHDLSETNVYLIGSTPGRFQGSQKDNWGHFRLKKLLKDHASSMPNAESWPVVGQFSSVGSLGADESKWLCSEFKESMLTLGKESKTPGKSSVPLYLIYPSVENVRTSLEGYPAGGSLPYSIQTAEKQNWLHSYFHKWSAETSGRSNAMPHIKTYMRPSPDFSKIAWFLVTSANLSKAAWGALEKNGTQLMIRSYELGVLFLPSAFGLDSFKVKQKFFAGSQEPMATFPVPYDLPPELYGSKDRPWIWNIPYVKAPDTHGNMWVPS
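Recombinant human Tdp1 (E. coli-expressed, 1 nM final) preincubated with compounds 15 min at room temperature, then 5'-biotin/3'-phosphotyrosine-FITC DNA substrate (15 nM final) added for 5 min. AlphaScreen beads (10 ug/ml final) added 10 min; cleavage lowers signal.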
Numbers without * were called inactive; u = inconclusive; x = not tested or not shown; & = joins results of further samples; [ ] = dose if it differs, or a comment. Calls follow the shape of the dose curve; as a rule, active = well fitted curve in the direction sought with a large enough effect; inconclusive = small, poorly fitted or top-dose-only effect, or another doubt; inactive = no such curve, though single readings can be large; an effect the other way counts as inactive or inconclusive. % is scaled to controls: 0 for no effect and ±100 for the full control effect; potency is read from the fitted curve at half-maximal effect. These rows are one share of the data (hit frequency here may not be typical).

The first 2 compounds, to show the layout:
SMILES	KAT2A inh	TDP1 cell noCPT	TDP1 block
CCc1ccc(C(=O)NCc2cnn(C)c2)s1	-3%	-22%	5%
O=C(Nc1cc(S(=O)(=O)N2CCCCCC2)ccc1OCC(F)(F)F)c1ccc(=O)[nH]c1	-2%	-1%	-8%

This part in full, previewed entries included:
SMILES	KAT2A inh	TDP1 cell noCPT	TDP1 block
CCc1ccc(C(=O)NCc2cnn(C)c2)s1	-3%	-22%	5%
O=C(Nc1cc(S(=O)(=O)N2CCCCCC2)ccc1OCC(F)(F)F)c1ccc(=O)[nH]c1	-2%	-1%	-8%
CC1=NN(C(=O)c2csc(C)c2)C(O)(C(F)(F)F)C1 (stereo unspecified)	-2%	0.13µM*	1%
Cc1nn(-c2ccccc2)c(Cl)c1C1C(C#N)=C(N)OC2=C1C(=O)CC(C)(C)C2 (stereo unspecified)	0%	u	5%
Cc1cc(-n2c(C)nc3ccccc3c2=O)ccc1NC(=O)C(F)(F)F	0%	u	5%
Cc1cccc(NC(=O)CSc2nnc(-c3cnccn3)n2Cc2ccco2)c1	u	-29%	1%
COc1ccc(-c2nc(CS(=O)CC(=O)NCc3cccnc3)c(C)o2)cc1OC (stereo unspecified)	-18%	-1%	-1%
COC(=O)C1CN(C(=O)COc2cccc(C)c2C)c2ccccc2O1 (stereo unspecified)	1%	-7%	x
Cc1ccc(-c2nnn(CC(=O)NCCc3ccc4c(c3)OCO4)n2)o1	-6%	5%	3%
COc1cc(Cl)cc(/C=C/c2ccc3ccccc3n2)c1OC(C)=O	-6%	u	-8%
COC(=O)c1ccc(Cl)cc1NC(=O)NC(C)c1c(-n2cccc2)sc(C)c1C (stereo unspecified)	-11%	u	4%
Cn1c(=O)c2c(-c3ccccc3)n(Cc3ccccn3)cc2n(C)c1=O	0%	-4%	5%
O=C(COC(=O)Cn1[nH]c(=O)c2ccccc2c1=O)Nc1ccc2c(c1)OCO2	-4%	-4%	4%
CC1=Nc2cc(C(=O)NCC3CCCO3)ccc2Sc2ccc(C)cc21 (stereo unspecified)	-19%	0.92µM*	2%
O=c1cc(O)n(Cc2ccc(F)cc2)c(=O)[nH]1	-1%	27%	x
O=C(N/N=C/c1ccc(OC(=O)c2ccccc2Br)cc1)c1ccccn1	-30%	-15%	3%
Cc1ccccc1N1CCN(C2CCCN(C(=O)CCn3cnnn3)C2)CC1 (stereo unspecified)	0%	-17%	5%
Cn1c(CN2CCOCC2)nnc1SCC(=O)Nc1nccs1	5%	2%	5%
Cc1ccc(Cl)cc1NC(=O)c1ccc(CSc2nnnn2C)cc1	2%	-9%	8%
Cc1ccccc1NC(=O)Cn1c(=O)n(CCCCCC(=O)NCc2ccccc2Cl)c(=O)c2sccc21	23%	u	-1%
O=C(NCCN1CCCCC1)c1ccc(F)cc1Cl	u	25%	1%
C[C@H](NC(=O)c1[nH]cnc1C(=O)Nc1nccs1)c1ccccc1	-6%	-19%	0%
COc1cc(CN2CCC(C(=O)N3CCC(C)CC3)CC2)cc(Br)c1O	-2%	-18%	-2%
O=C(Nc1cc([N+](=O)[O-])ccc1C(=O)Nc1cccnc1)c1ccccc1	u	-23%	3%
COc1ccc(C2(C(=O)N3CCCC3)CCOCC2)cc1OC	0%	1%	1%
CC(C)CN(C(=O)COC(=O)C(C)N1C(=O)c2ccccc2C1=O)c1c(N)n(Cc2ccccc2)c(=O)[nH]c1=O (stereo unspecified)	-6%	-10%	0%[0.505 µM]
Cc1ccccc1OCCCCn1c(CCNC(=O)C(C)(C)C)nc2ccccc21	-10%	8.2µM*	6%
CCOc1ccc(N(CC(=O)N2CCCC2)S(=O)(=O)c2ccc(F)cc2)cc1	-2%	-18%	1%
CC(NC(=O)CN1C(=O)NC2(CCc3ccccc32)C1=O)c1ccccc1 (stereo unspecified)	1%	9%	0%
COc1ccc(C(c2nnnn2Cc2ccccc2)N2CCN(C(=O)c3ccco3)CC2)cc1 (stereo unspecified)	-2%	u	4%

19 compounds already listed, sorted by length of the SMILES, rising:
SMILES	KAT2A inh	TDP1 cell noCPT	TDP1 block
CCc1ccc(C(=O)NCc2cnn(C)c2)s1	-3%	-22%	5%
O=C(NCCN1CCCCC1)c1ccc(F)cc1Cl	u	25%	1%
O=c1cc(O)n(Cc2ccc(F)cc2)c(=O)[nH]1	-1%	27%	x
COc1ccc(C2(C(=O)N3CCCC3)CCOCC2)cc1OC	0%	1%	1%
Cc1ccc(Cl)cc1NC(=O)c1ccc(CSc2nnnn2C)cc1	2%	-9%	8%
CC1=Nc2cc(C(=O)NCC3CCCO3)ccc2Sc2ccc(C)cc21 (stereo unspecified)	-19%	0.92µM*	2%
Cc1ccccc1N1CCN(C2CCCN(C(=O)CCn3cnnn3)C2)CC1 (stereo unspecified)	0%	-17%	5%
COc1cc(CN2CCC(C(=O)N3CCC(C)CC3)CC2)cc(Br)c1O	-2%	-18%	-2%
Cc1cccc(NC(=O)CSc2nnc(-c3cnccn3)n2Cc2ccco2)c1	u	-29%	1%
CC(NC(=O)CN1C(=O)NC2(CCc3ccccc32)C1=O)c1ccccc1 (stereo unspecified)	1%	9%	0%
CCOc1ccc(N(CC(=O)N2CCCC2)S(=O)(=O)c2ccc(F)cc2)cc1	-2%	-18%	1%
O=C(Nc1cc([N+](=O)[O-])ccc1C(=O)Nc1cccnc1)c1ccccc1	u	-23%	3%
COC(=O)c1ccc(Cl)cc1NC(=O)NC(C)c1c(-n2cccc2)sc(C)c1C (stereo unspecified)	-11%	u	4%
O=C(COC(=O)Cn1[nH]c(=O)c2ccccc2c1=O)Nc1ccc2c(c1)OCO2	-4%	-4%	4%
COc1ccc(C(c2nnnn2Cc2ccccc2)N2CCN(C(=O)c3ccco3)CC2)cc1 (stereo unspecified)	-2%	u	4%
Cc1nn(-c2ccccc2)c(Cl)c1C1C(C#N)=C(N)OC2=C1C(=O)CC(C)(C)C2 (stereo unspecified)	0%	u	5%
O=C(Nc1cc(S(=O)(=O)N2CCCCCC2)ccc1OCC(F)(F)F)c1ccc(=O)[nH]c1	-2%	-1%	-8%
Cc1ccccc1NC(=O)Cn1c(=O)n(CCCCCC(=O)NCc2ccccc2Cl)c(=O)c2sccc21	23%	u	-1%
CC(C)CN(C(=O)COC(=O)C(C)N1C(=O)c2ccccc2C1=O)c1c(N)n(Cc2ccccc2)c(=O)[nH]c1=O (stereo unspecified)	-6%	-10%	0%[0.505 µM]

Going on with the list:
SMILES	KAT2A inh	TDP1 cell noCPT	TDP1 block
O=c1c(-c2cccc3ccccc23)[n+]([O-])c2ccccc2n1O	-4%	-13%	1%
CC(OC(=O)C1CC1)C(=O)Nc1cc(C(F)(F)F)ccc1Cl (stereo unspecified)	-3%	-4%	-3%
c1ccc2nc(-c3ccncc3)ccc2c1	-1%	-24%	-6%
CC1CCN(C(=O)COC(=O)c2ccccc2C(=O)c2ccccc2)CC1	-3%	u	0%
CCN(Cc1nc2ccccc2c(=O)[nH]1)C(=O)c1cc(C2CC2)nn1-c1ccccc1	-12%	u	2%
CCOC(=O)C1CCCN(C(=O)CCn2nc(-c3ccccc3)ccc2=O)C1 (stereo unspecified)	-1%	-16%	-3%
N#Cc1ccc(-c2c(-c3ccccc3)ncc3cc(F)ccc23)cc1	1%	16µM*	-6%
CC(C)CC(=O)Nc1ccc(C(=O)COC(=O)CN2C(=O)NC3(CCCCC3C)C2=O)cc1 (stereo unspecified)	-17%	16%	x
CC1CCc2c(sc(NC(=O)CCCn3cnc([N+](=O)[O-])n3)c2C(N)=O)C1 (stereo unspecified)	-4%	u	4%
COc1cccc(N2CCN(CC(=O)C34CC5CC(CC(C5)C3)C4)CC2)c1	-2%	-16%	3%
CCOC(=O)N1CCC(N2C(=O)c3ccccc3C2Nc2cc(OC)c(OC)c(OC)c2)CC1 (stereo unspecified)	-1%	u	0%
O=S(=O)(N/N=C/c1cn(Cc2ccccc2)c2ccccc12)c1ccccc1	-7%	-2%	8%
Cc1ccc(OCC(=O)N2N=C(c3ccc(Cl)cc3)CC2c2ccco2)c([N+](=O)[O-])n1 (stereo unspecified)	-7%	u	9%
O=C1c2ccccc2S(=O)(=O)N1Cc1nc2ccccc2s1	-6%	-10%	2%
Cc1c(C)n(C(=O)CSc2ncn[nH]2)c2ccccc12	-18%[0.501 µM]	-13%	-2%
O=C(N1CCOCCOc2ccccc2OCCOCC1)C(F)(F)F	-3%	14%	x
CC(C)(C)c1nnc2cccc(Cl)n12	-5%	3%	1%
Cc1ccc(S(=O)(=O)Cc2ccc(C(=O)N3CCCCCC3)o2)cc1	-5%	-27%	0%
O=C(COC(=O)c1ccccc1C(=O)c1ccccc1)NCCc1ccccc1	-6%	-15%	-3%
O=S(=O)(c1cccc(NC(=S)N2CCN(c3ccccc3)CC2)c1)C(F)F	1%	16µM*	3%
CCN(CC)c1ccc(N2C(=O)/C(=C\c3cccnc3)SC2=S)cc1	-5%	-23%	4%
CC1(C)Cc2c(sc(NC(=O)c3ccc(S(=O)(=O)N4CCCCCC4)cc3)c2C(N)=O)C(C)(C)N1	-6%	-10%	2%
CCOC(=O)c1c(C)sc(-c2c(-c3cc(C)ccc3C)[nH]c3c2c(=O)n(C)c(=O)n3C)c1O	-13%	u	4%
O=C(CSc1cc(Cl)ccc1Cl)NC1CCCc2ccccc21 (stereo unspecified)	-5%	u	3%
Cc1ncsc1C(=O)O	11%	3%	7%
O=C(N/N=C/c1ccc(Cl)cc1Cl)c1ccc(-n2cnnn2)cc1	-7%	-4%	-6%
CCCCC(CC)C(=O)NCc1ccccc1OC (stereo unspecified)	0%	u	3%
CCN(CC)CC#CCC1(O)c2ccccc2-c2ccccc21	u	-13%	4%
COc1ccc(/C=C(\NC(=O)c2ccc(C)cc2)C(=O)NCCCn2ccnc2)cc1	-1%	-1%	0%
O=S(=O)(NCCS(=O)(=O)N1CCN(c2ccccc2F)CC1)c1ccc(Cl)cc1	-2%	u	4%
CCN(CC(=O)Nc1cc(Cl)ccc1C)C(=O)c1cc(S(=O)(=O)N2CCCCCC2)ccc1OC	-10%	18µM*	5%
Cc1ccc(NC(=O)CN2C(=O)C(c3ccccc3)=NC2(C)C)cc1C	-5%	-6%	3%
Cc1ccc2nc(-c3ccc(SCC(=O)Nc4nnc(C)s4)nc3)[nH]c2c1	-3%	15µM*	-1%
CCCCOc1ccc(/C=C/C2=CC(C)(C)NC(=S)N2)cc1OCC	-5%	13µM*	11%
CCCCN1C(=O)c2[nH]nc(-c3ccccc3O)c2C1c1cc(Br)c(O)c(OC)c1 (stereo unspecified)	-10%	u	11%
N#C/C(=C/c1ccc(N2CCOCC2)c([N+](=O)[O-])c1)C(N)=O	-3%	-16%	5%
O=C(NCCCO)c1nc2ccccc2s1	-6%	3%	-1%
O=C(NCCc1ccc(F)cc1)C1CCCO1 (stereo unspecified)	-4%	22%	x
CCn1nc(C)c(CNC(=O)C2CCC(=O)N(CCc3ccc(Cl)cc3)C2)c1C (stereo unspecified)	-11%	-5%	2%
Cc1ccc(-n2[nH]c(C)c(C=Nc3ccc(S(=O)(=O)Nc4nccs4)cc3)c2=O)cc1	-14%	x	7%
COc1ccc(S(=O)(=O)NCc2nc3nc(C)cc(C)n3n2)cc1	-2%	-4%&-12%	8%
CC(C)N(CCn1c(=S)[nH]c2ccccc2c1=O)C(C)C	0%	-16%	2%
COC(=O)c1cn(NC(=O)c2ccc([N+](=O)[O-])c(C)c2)c(=O)c2ccccc12	-8%	-2%	1%
CCOc1ccc(NC(=O)C2CCN(C(=O)N3CC(C)Oc4ccc(Cl)cc43)CC2)cc1 (stereo unspecified)	-2%	15µM*	5%
COc1ccc(-c2nc(CN3CCN(c4ccccc4OC)CC3)c(C)o2)cc1	1%	u	2%
Cn1cnnc1SCC(=O)Nc1ccc(S(=O)(=O)N2CCCC2)cc1	-10%	11%	4%
COc1ccc(C(=O)Nc2nc3cc4c(cc3s2)OCCO4)c(OC)c1	-7%	u	x
O=C(N/N=C/C=C/c1ccccc1)C1CC1(c1ccccc1)c1ccccc1 (stereo unspecified)	-17%	u	4%
CC(=O)c1c(C)[nH]c(C(=O)NCCc2ccc(Cl)cc2)c1C	-6%	-28%	3%
CCNC(=S)N(CCc1ccc(OC)c(OC)c1)Cc1cc2cc(OC)ccc2[nH]c1=O	1%	-21%	9%
CCOC(=O)/C(=N/Nc1ccc(OC)cc1)N1CCCc2ccccc21	-11%	u	7%
CCc1cccc(N(C(=O)c2csnn2)C(C(=O)NC(C)(C)C)c2ccccn2)c1 (stereo unspecified)	-5%	5%	2%
O=C1C2CC=CCC2C(=O)N1c1ncn[nH]1 (stereo unspecified)	3%	-20%	8%
CCOc1ccc(CNC(=O)CSc2cc(=O)n(CC)c3ccccc23)cc1	1%	u	6%
O=C(COC(=O)Cc1ccccc1F)Nc1ccc(Cl)cn1	-7%	u	-2%
